From PubChem
USP17 block – blocks human USP17 ubiquitin-rhodamine cleavage; A8MUK1; 47,000 tested, 6.5% active; inhibition, % at 50 µM; purified USP17, Ub-rhodamine cleavage fluorescence, 3 h
Target sequence (A8MUK1 whole entry, looked up): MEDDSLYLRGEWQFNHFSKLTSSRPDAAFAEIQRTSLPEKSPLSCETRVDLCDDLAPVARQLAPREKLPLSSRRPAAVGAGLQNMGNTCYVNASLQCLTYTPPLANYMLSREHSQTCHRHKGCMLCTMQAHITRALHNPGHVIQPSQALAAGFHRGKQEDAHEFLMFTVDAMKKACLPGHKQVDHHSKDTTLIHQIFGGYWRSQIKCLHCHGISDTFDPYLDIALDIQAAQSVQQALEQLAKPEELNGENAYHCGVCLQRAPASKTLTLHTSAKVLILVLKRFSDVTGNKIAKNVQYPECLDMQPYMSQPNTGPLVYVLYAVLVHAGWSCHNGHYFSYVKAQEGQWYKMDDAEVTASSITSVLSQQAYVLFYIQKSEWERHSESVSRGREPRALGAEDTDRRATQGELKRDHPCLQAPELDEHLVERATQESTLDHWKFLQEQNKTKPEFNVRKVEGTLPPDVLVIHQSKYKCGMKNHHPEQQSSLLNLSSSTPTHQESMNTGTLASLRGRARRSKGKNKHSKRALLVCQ
USP7 inh – blocks human USP7 ubiquitin-rhodamine cleavage; Q93009; purified USP7, Ub-rhodamine cleavage fluorescence; inhibition, % at 20 µM; 47,000 tested, 0.3% active
UCHL1 block – human UCHL1 deubiquitinase inhibition | purified UCHL1, Ub-rhodamine cleavage fluorescence | inhibition, % at 20 µM | 47,000 tested, 0.2% active
OTUD3 inh – inhibitors of human OTUD3 deubiquitinase | Q5T2D3 | purified OTUD3, Ub-rhodamine fluorescence, 2 h | inhibition, % at 25 µM | 47,000 tested, 0.7% active | AID 1645858
Target sequence (Q5T2D3 whole entry, looked up): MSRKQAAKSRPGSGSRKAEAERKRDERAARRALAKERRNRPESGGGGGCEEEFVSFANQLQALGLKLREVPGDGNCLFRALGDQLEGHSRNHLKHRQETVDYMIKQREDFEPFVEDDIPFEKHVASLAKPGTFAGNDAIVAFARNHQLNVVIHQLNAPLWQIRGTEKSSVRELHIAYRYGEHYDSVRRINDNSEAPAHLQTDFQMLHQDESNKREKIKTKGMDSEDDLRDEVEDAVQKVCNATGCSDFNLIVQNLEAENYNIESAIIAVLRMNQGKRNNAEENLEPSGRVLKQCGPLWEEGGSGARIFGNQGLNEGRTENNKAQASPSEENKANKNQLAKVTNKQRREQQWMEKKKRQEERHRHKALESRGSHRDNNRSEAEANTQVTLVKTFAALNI
USP10 inh – inhibitors of human USP10 deubiquitinase. Q14694. purified USP10, Ub-rhodamine fluorescence, 60 min. inhibition, % at 20 µM. 47,000 tested, 1.1% active. AID 1645856
USP8 inh – inhibitors of human USP8 deubiquitinase. 47,000 tested, 4.2% active. AID 1645853. P40818. purified USP8, Ub-rhodamine cleavage fluorescence, 30 min. inhibition, % at 20 µM
USP28 inh – human USP28 deubiquitinase inhibition; Q96RU2; purified USP28, Ub-rhodamine cleavage fluorescence, 30 min; inhibition, % at 25 µM; 47,000 tested, 3% active; AID 1645857
USP30 inh – blocks human USP30 ubiquitin-rhodamine cleavage. inhibition, % at 25 µM. 47,000 tested, 5.3% active. purified USP30, Ub-rhodamine cleavage fluorescence
Numbers without * were called inactive; . = not tested or not shown. Rule as the data show it: active = inhibition above about 30%; inactive = the rest.

Every second line gives: USP17 block	USP7 inh	UCHL1 block	OTUD3 inh	USP10 inh	USP8 inh	USP28 inh	USP30 inh
CC(=O)N1CCN(c2nc3c(s2)CC(C(=O)Nc2ccccc2C)CC3)CC1 (stereo not drawn)
    -20	-4	-3	-6	-7	-36	-15	-40
Cc1cccc(Cn2cc(S(=O)(=O)N3CCCCCC3)ccc2=O)c1
    4	-7	0	11	3	-3	4	7
Cc1nnc(Nc2ccc(C(=O)OCC(C)C)cc2)[nH]c1=O
    14	-2	-1	7	0	-2	30	20
O=C(c1ccco1)N1c2ncnn2C2(CCCCC2)[C@@H]2CCCC[C@@H]21
    0	-1	0	2	-1	6	-2	4
O=S(=O)(Nc1ccc2[nH]ncc2c1)c1ccc2c(c1)CCC2
    7	-4	-5	-3	2	11	1	-6
O=C(c1ccc(-n2cccn2)cc1)N1CCCC1c1ccc2c(c1)OCCCO2 (stereo not drawn)
    -21	-5	-7	-16	-6	-33	-5	-20
Cc1ccc(Nc2nc3c(S(=O)(=O)c4ccccc4)nnn3c3ccccc23)c(C)c1
    24	17	-1	-18	11	70*	-3	29
O=C(Nc1ccc2c(c1)OCO2)c1cc2c(=O)n3ccccc3nc2n1Cc1ccccc1
    -25	0	-2	-10	-6	18	-20	-105
Cc1ccccc1C(=O)N1CCc2c(c(-c3nc(C4CC4)no3)nn2C)C1
    10	0	0	9	0	16	4	24
Cn1c2c(c(=O)n(C)c1=O)C(c1cc3c(cc1Br)OCO3)CC(=O)N2 (stereo not drawn)
    11	7	4	10	0	12	8	20

Additional results follow:
Every second line gives: USP17 block	USP7 inh	UCHL1 block	OTUD3 inh	USP10 inh	USP8 inh	USP28 inh	USP30 inh
Cc1cccc(NC(=O)Nc2ccc(C)n(CC(=O)N3CCCC(C)C3)c2=O)c1 (stereo not drawn)
    9	5	2	8	1	11	16	15
COc1ccc(-n2nc(C(=O)NC3CCCCC3)cc2-c2cccnc2)cc1
    -8	-3	-5	-2	1	-16	0	3
O=C(COc1ccc([N+](=O)[O-])cc1)NCC(c1ccco1)N1CCCC1 (stereo not drawn)
    -9	-5	-2	5	-1	-122	0	5
O=C(Cn1cnc2cc([N+](=O)[O-])ccc2c1=O)N1CCC(Cc2ccccc2)CC1
    -61	-16	-9	-92	-6	-202	-60	-189
COc1cccc(CN2C(=O)C(C)N(C(=O)c3c(F)cccc3F)c3ccccc32)c1 (stereo not drawn)
    -12	4	4	-2	6	-5	1	11
COc1cc(C)c(CN2CCC3(CC2)OCCc2cnc(C)nc23)cc1C
    -5	-2	1	-3	-2	-3	-4	-3
COCCCn1c(C(=O)NCCC2=CCCCC2)cc2c(=O)n3ccccc3nc21
    -8	-6	-3	-31	-8	0	-22	-80
COc1ccccc1NC(=O)c1cccc(S(=O)(=O)NCc2ccccc2)c1
    10	4	4	15	5	6	16	29
COc1ccc(NC(=O)C2c3ccccc3C(=O)N(C3CCCC3)C2c2cccs2)c(OC)c1 (stereo not drawn)
    18	10	9	17	12	21	13	40*
COc1cccc(NC(=O)COc2ccc3c(c2)CCC3)c1
    8	-2	2	3	3	-6	16	2

An excerpt of these results, with each value named.
> COc1ccc(-n2nc(C(=O)NC3CCCCC3)cc2-c2cccnc2)cc1
- USP17 block = -8
- USP7 inh = -3
- UCHL1 block = -5
- OTUD3 inh = -2
- USP10 inh = 1
- USP8 inh = -16
- USP28 inh = 0
- USP30 inh = 3
> COc1cccc(NC(=O)COc2ccc3c(c2)CCC3)c1
- USP17 block = 8
- USP7 inh = -2
- UCHL1 block = 2
- OTUD3 inh = 3
- USP10 inh = 3
- USP8 inh = -6
- USP28 inh = 16
- USP30 inh = 2
> O=C(COc1ccc([N+](=O)[O-])cc1)NCC(c1ccco1)N1CCCC1 (stereo not drawn)
- USP17 block = -9
- USP7 inh = -5
- UCHL1 block = -2
- OTUD3 inh = 5
- USP10 inh = -1
- USP8 inh = -122
- USP28 inh = 0
- USP30 inh = 5
> COc1ccccc1NC(=O)c1cccc(S(=O)(=O)NCc2ccccc2)c1
- USP17 block = 10
- USP7 inh = 4
- UCHL1 block = 4
- OTUD3 inh = 15
- USP10 inh = 5
- USP8 inh = 6
- USP28 inh = 16
- USP30 inh = 29

Continuation:
Every second line gives: USP17 block	USP7 inh	UCHL1 block	OTUD3 inh	USP10 inh	USP8 inh	USP28 inh	USP30 inh
O=C(NCc1cccc(F)c1)c1cc(OCc2ccccc2)nc2ccccc12
    -1	2	-6	9	0	-73	-5	0
O=S(=O)(NCCc1c[nH]c2ccc(O)cc12)c1ccc(F)cc1
    -12	.	-2	1	-5	-13	0	-47
CCOC(=O)N1CCN(C(=O)C2CCCN2S(=O)(=O)c2ccc(Cl)cc2)CC1 (stereo not drawn)
    -3	1	-1	0	-2	-14	-2	-5
O=C(c1cc(-c2ccccn2)nc2cc(F)ccc12)N1CCOCC1
    -8	-14	-1	-4	-1	-13	-6	6
CCC(C)c1ccccc1NC(=O)COC(=O)c1cccnc1Nc1cccc(C(F)(F)F)c1 (stereo not drawn)
    2	2	0	3	1	4	0	5
O=S(=O)(CCN1CCOCC1)c1ccc(F)cc1
    4	7	2	3	2	11	-3	7
Cc1cc(CN2CCC(C3CCCCCN3C(=O)c3ccccc3)CC2)on1 (stereo not drawn)
    0	-1	-3	4	-8	-26	-12	-56
COc1cccc(C2c3[nH]c4ccccc4c3C[C@@H]3C(=O)N(CCCn4ccnc4)CC(=O)N23)c1 (stereo partly drawn)
    14	2	0	-2	-3	-10	-1	-37
O=C(c1ccc2noc(-c3ccc(F)cc3)c2c1)N1CCN(c2ccccc2)CC1
    -3	6	5	1	0	1	7	10
CCCn1c(=O)[nH]c2c(C(=O)N3CCN(C(C)C)CC3)snc2c1=O
    -31	-4	-6	-4	-9	-18	-14	-79

(cont.)
Every second line gives: USP17 block	USP7 inh	UCHL1 block	OTUD3 inh	USP10 inh	USP8 inh	USP28 inh	USP30 inh
Cc1cccc(NC(=O)CCS(=O)(=O)c2ccc3c(c2)CC(=O)N3C)c1C
    -27	-5	-2	-13	-2	-24	-25	-45
Cc1cccc(CN(CC(=O)NCCC2=CCCCC2)S(=O)(=O)c2ccc(Cl)cc2)c1
    11	9	2	12	10	4	-1	7
O=C(CCCCCn1c(=O)[nH]c2ccccc2c1=O)NCc1ccccc1Cl
    25	1	2	18	2	28	19	48*
CC1CCN(S(=O)(=O)N2CCCC(C(=O)NCCc3ccc(S(N)(=O)=O)cc3)C2)CC1 (stereo not drawn)
    7	4	3	7	1	14	7	11
Cc1c(CN2CCN(C(C)C)CC2)nnn1-c1ccc(F)cc1
    -26	-4	-4	-10	-4	-27	-32	-36
CC(C)(C)OC(=O)N1CCN(C(=O)c2cc3c(s2)CN(C2CC2)C3)CC1
    6	-34	2	0	0	1	5	-6
c1ccc2c(c1)CCN(Cc1nc(-c3ccc(N4CCOCC4)nc3)no1)C2
    -1	0	3	-2	-6	36*	12	-3
O=C(NCc1ccc(F)cc1)c1cc(OCc2ccccc2)nc2ccccc12
    16	5	2	21	2	-64	8	31*
CC(C)c1nccn1-c1cccc(C2CCN(C(=O)c3ccn[nH]3)CC2)n1
    6	3	3	5	0	11	9	18
CCN(c1ccccc1)S(=O)(=O)c1cc(C(=O)Nc2nc3ccc(OC)cc3s2)c(Cl)cc1Cl
    16	9	0	3	8	-18	4	-35

Later entries:
Every second line gives: USP17 block	USP7 inh	UCHL1 block	OTUD3 inh	USP10 inh	USP8 inh	USP28 inh	USP30 inh
c1ccc(CN2CCCn3nnc(Cn4ccnc4)c3C2)nc1
    -16	3	0	2	-2	-69	-6	-10
O=C(Nc1ccc(CN2CCOCC2)cc1)NC12CC3CC(CC(C3)C1)C2
    0	5	2	0	0	14	17	15
Cn1c(SCC(=O)NCC2CCCO2)nnc1-c1c[nH]c2ccccc12 (stereo not drawn)
    3	3	2	2	0	3	4	9
CCCC1Cc2c(sc3nc(SCc4ccccc4Cl)nc(N)c23)CO1 (stereo not drawn)
    40*	-21	-3	-14	17	-2	-7	-2
Cc1ccc(-c2nn(-c3ccccc3)cc2CNCc2cccnc2)cc1
    -35	2	2	0	-2	-268	-6	2
COc1ccc(Cl)cc1NC(=O)Cn1c(=O)n(CCCC(=O)NCc2ccc(C)cc2)c(=O)c2sccc21
    20	18	4	7	69*	68*	-2	20
Cc1cccnc1NC(=O)c1noc2c1CCc1sccc1-2
    0	4	-1	4	2	4	8	14
COc1cc(-c2ccccc2)c(O)c(O)c1-c1ccccc1
    99*	61*	36*	91*	67*	73*	96*	91*
CCOC(=O)C1CCN(C(=O)CN(c2ccccc2)S(=O)(=O)c2ccc(OC)c(OC)c2)CC1
    -1	-1	-2	0	1	0	0	2
O=C(NCCN1CCCC1)c1nc2c(o1)CN(C(=O)c1cccnc1)C2
    0	5	1	14	-1	-47	-2	-6

Full records as entered above. Screens in order: USP17 block, USP7 inh, UCHL1 block, OTUD3 inh, USP10 inh, USP8 inh, USP28 inh, USP30 inh
Listed for Cc1ccc(-c2nn(-c3ccccc3)cc2CNCc2cccnc2)cc1 = -35, 2, 2, 0, -2, -268, -6, 2
Listed for Cc1cccnc1NC(=O)c1noc2c1CCc1sccc1-2 = 0, 4, -1, 4, 2, 4, 8, 14

Remaining list, next part.
Every second line gives: USP17 block	USP7 inh	UCHL1 block	OTUD3 inh	USP10 inh	USP8 inh	USP28 inh	USP30 inh
Cc1nn(-c2nc3ccccc3o2)c2c1C(c1ccc(F)c(F)c1)CC(=O)N2 (stereo not drawn)
    1	7	7	4	3	-1	8	20
CC(C)NC(=O)c1cccc(-c2noc(-c3ccc4cc[nH]c4c3)n2)c1
    -14	3	-4	-10	-1	-30	-14	-41
CCn1c(=O)c(C(=O)N2CCN(c3ccc(F)cc3)CC2)nc2cccnc21
    -13	-4	-5	-12	-9	-17	-11	-28
Cc1ccc2c(Nc3ccc(F)cc3C)c(-c3nc(C)no3)cnc2n1
    12	-1	-5	-6	-1	24	6	3
O=C(Nc1ccc(Br)cc1F)c1ccc(S(=O)(=O)N2CCCC2)cc1
    20	-35	-3	-3	6	-7	7	8
CCc1ccc(C(=O)N2CCC(c3nc4ccncc4n3C)C2)cc1 (stereo not drawn)
    1	0	1	4	0	0	7	1
O=C(C1CCN(c2nccc(N3CCCC3)n2)CC1)N1CCC2(CC1)OCCO2
    -57	-5	-9	-32	-6	-31	-39	-176
CC(=O)Nc1ccc(NS(=O)(=O)c2ccc3c(c2)CCCC(=O)N3)cc1
    13	5	1	15	0	17	8	5
O=c1cc(C2CCN(Cc3cccc(F)c3)CC2)nc(-c2cccnc2)[nH]1
    5	5	0	-4	-1	8	-4	-2
O=C(c1ccccc1)N1CCCC(c2nnc3ccccn23)C1 (stereo not drawn)
    -15	0	-2	-13	-2	-4	-15	-46

(next part)
Every second line gives: USP17 block	USP7 inh	UCHL1 block	OTUD3 inh	USP10 inh	USP8 inh	USP28 inh	USP30 inh
O=C(CC(c1ccco1)n1cccc1)Nc1cc(F)ccc1F (stereo not drawn)
    0	4	-1	2	0	-4	2	-6
O=S(=O)(C1CC1)N1CCC2(CCN(c3ncccn3)CC2)C1
    -6	2	2	2	0	-48	5	2
O=S(=O)(CCN1CCN(c2ccccn2)CC1)c1ccc(F)cc1
    11	1	1	7	1	4	6	22
COc1ccc(N2CCN(CCCNC(=O)Nc3cc(C)ccc3C)CC2)cc1
    .	5	3	13	1	2	14	21
CN(C)C(=O)NC1CC2(CCN(Cc3ccc(O)cc3)CC2)Oc2ccccc21 (stereo not drawn)
    -13	-3	-2	-2	1	-48	-11	-9
O=C(c1ccc(F)cc1)N1CCN(C2CCN(Cc3cc4ccccc4o3)CC2)C(=O)C1
    -15	0	-2	-19	-4	1	-22	-48
COc1cccc(C(=O)N2CCN(C(C)c3nc(-c4ccc(Cl)cc4)no3)CC2)c1O (stereo not drawn)
    -1	-8	3	-12	-2	6	-23	-27
COC(=O)c1ccccc1NC(=O)c1cc(-c2ccco2)on1
    16	-9	6	-57	-2	16	-34	-153
O=C(C1=NOC2(CCNCC2)C1)N1CCC(n2c(=O)[nH]c3ccccc32)CC1
    -2	0	1	0	1	-9	0	0
COc1cccc(C2Nc3ccccc3C(=O)N2c2ccccc2C)c1OC (stereo not drawn)
    -1	0	1	12	2	11	11	15
